DYRK1A inh: blocks rat Dyrk1A kinase activity; Q63470; ADP-Glo luminescence, NFATc1 peptide; inhibition, % at 12.5 µM; 0.43% of 310,000 active; in the data active = inhibition above about 50%;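 note: plate controls were vehicle with enzyme for no effect and no enzyme for full effect; many of its hits are not listed in these tables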
IEC-6 tox: counter-screen for KLF5 inhibitors: cytotoxicity in IEC-6 cells. IEC-6 cytotoxicity, luminescence viability. inhibition, % at 5 µM. 0.78% of 290,000 active. AID 1825; in the data active = inhibition above about 22%;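 note: 0% = plate median of test compound wells and 100% = cytotoxic reference compound wells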
HSP90 inh: HSP90 refolding inhibition in rabbit reticulocyte lysate; 0.91% of 290,000 active; AID 1789; luciferase refolding luminescence, 3 h; inhibition, % at 5.6 µM;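 active = inhibition above the screen-wide mean plus 3 SD, computed separately per campaign, cut at about 16% in these data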;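 note: 0% = DMSO wells and 100% = 60 µM geldanamycin wells; inhibitors lower the luminescence because luciferase stays unfolded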
Platelet DG rel: platelet dense granule release activity. human platelet-rich plasma, SFLLRN dense granule ATP release, luminescence. inhibition, %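 (compounds screened at 7.5 µM in platelet-rich plasma)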. 0.22% of 300,000 active;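 active = mean replicate score, as percent of positive control, at or above 50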
HSF1 inhib: HSF1 inhibition. NIH3T3-HGL HSE-luciferase, MG132-induced, luminescence 8 h; stronger effect = lower value. activity change, negative = inhibition, % at 7.5 µM (by protocol). 0.77% of 300,000 active. AID 2098;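 active = more than half of replicate wells show activity change below -50%, luminescence cut by over half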;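 note: luciferase reports HSF-1 transcriptional activity via heat shock element; 0% = median of DMSO wells and -100% = zero luminescence signal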
KLF5 inhibitor: kruppel-like factor 5 inhibition; 0.23% of 290,000 active; DLD-1 KLF5 promoter-luciferase reporter, luminescence; AID 1700; inhibition, % at 5 µM;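 active = inhibition above a per-plate limit of that plate's mean compound inhibition plus 3 SD, cut at about 60% in these data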;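 note: 0% = DMSO wells and 100% = LY294002 at 200 µM; higher means less KLF5 promoter-driven luciferase light; inactives centre near -14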
aSyn UTR inh: MLPCN primary screen, SNCA 5' untranslated region; inhibition, % (tested at 7.5 µM); 0.82% of 300,000 active; alpha-synuclein 5'UTR reporter, inhibitor activity; AID 1813; in the data active = inhibition above about 60%;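 note: H4 neuroglioblastoma cells stably carrying SNCA 5'UTR luciferase fusion; 0% = DMSO wells and 100% = positive control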
GSK3B inh: inhibitors of human GSK3beta kinase; GST-GSK3beta kinase, ADP-Glo luminescence, 60 min; stronger effect = lower value; activity score (negative = inhibition), % at 10 µM; 0.038% of 300,000 active; P49841;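 active = more than half of replicate wells score below -50%, meaning over 50% inhibition versus plate controls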;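 note: 0% = median DMSO wells and -100% = median GW8510 positive control wells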
Target sequence (P49841 whole entry, looked up): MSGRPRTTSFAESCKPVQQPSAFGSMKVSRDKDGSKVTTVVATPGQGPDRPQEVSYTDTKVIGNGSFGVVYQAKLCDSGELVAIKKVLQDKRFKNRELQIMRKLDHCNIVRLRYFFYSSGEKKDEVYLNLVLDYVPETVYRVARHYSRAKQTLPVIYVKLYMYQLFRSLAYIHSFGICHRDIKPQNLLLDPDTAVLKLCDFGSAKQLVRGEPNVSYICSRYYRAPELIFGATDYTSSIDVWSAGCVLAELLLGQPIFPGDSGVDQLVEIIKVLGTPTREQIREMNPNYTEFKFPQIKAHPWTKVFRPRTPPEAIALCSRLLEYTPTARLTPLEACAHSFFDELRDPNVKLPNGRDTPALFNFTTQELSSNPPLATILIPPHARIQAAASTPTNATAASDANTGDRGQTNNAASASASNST
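Assay system: GST-tagged human GSK3beta kinase, cell-free; Input: 1.6 ng GSK3beta; Medium: Tris/MgCl2 kinase buffer; Timing: 60 min enzyme reaction, room temperature; Signal: ADP-Glo luminescence quantifying ADP generated by kinase; Evaluation: score relative to plate controls; Benchmarks: DMSO neutral wells and GW8510 at 20 µM as positive.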
GSK3A inh: inhibitors of human GSK-3 alpha kinase. ADP-Glo luminescence, 60 min. AID 2650. 0.1% of 320,000 active. inhibition, % at 10 µM;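 in the data active = inhibition above about 50%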;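 note: GST-tagged GSK-3 alpha with peptide substrate and 25 µM ATP; 0% = DMSO neutral wells and 100% = GW8510 positive control wells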
Target sequence (P49840 whole entry, looked up): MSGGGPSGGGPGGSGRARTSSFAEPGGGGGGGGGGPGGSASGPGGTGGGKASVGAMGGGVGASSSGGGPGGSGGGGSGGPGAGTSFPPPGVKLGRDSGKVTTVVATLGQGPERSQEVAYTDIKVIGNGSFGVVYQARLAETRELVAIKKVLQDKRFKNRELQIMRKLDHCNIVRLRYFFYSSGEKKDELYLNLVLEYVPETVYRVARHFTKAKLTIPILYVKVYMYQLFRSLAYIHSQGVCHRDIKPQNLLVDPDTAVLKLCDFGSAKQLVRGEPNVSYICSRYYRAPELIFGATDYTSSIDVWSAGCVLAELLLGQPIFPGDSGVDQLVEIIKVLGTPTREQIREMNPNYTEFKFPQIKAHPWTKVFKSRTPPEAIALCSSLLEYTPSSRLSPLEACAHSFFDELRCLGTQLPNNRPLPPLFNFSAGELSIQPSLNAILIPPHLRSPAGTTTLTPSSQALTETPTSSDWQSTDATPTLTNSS
HSF-1 act: increases HSF-1 driven luciferase reporter signal | activation, % at 9 µM | NIH3T3-HGL HSF-1 luciferase reporter, MG132, 8 h; 100% = twice DMSO control signal | 1.7% of 300,000 active;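 active = mean replicate activation of at least 50% with a set share of replicates each reaching 50%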;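 note: 0% = median of the neutral control wells and 100% = twice that signal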
* marks the source's active call; other numbers are inactive results.

Start of the data: the first 2 entries, ahead of the listing:
Cc1cccc(-n2c(C)nc3cc(C(=O)NCc4ccc5c(c4)OCO5)ccc32)c1 was read as DYRK1A inh 22, IEC-6 tox 6, HSP90 inh 2, Platelet DG rel 0, HSF1 inhib -12, KLF5 inhibitor -29, aSyn UTR inh 18, GSK3B inh -1, GSK3A inh -5 and HSF-1 act 2.
CCn1c2ccc(C)cc2c2n[nH]c(=S)nc21 was read as DYRK1A inh 10, IEC-6 tox -2, HSP90 inh -5, Platelet DG rel -6, HSF1 inhib -3, KLF5 inhibitor -21, aSyn UTR inh 44, GSK3B inh -2, GSK3A inh 5 and HSF-1 act 4.

All compounds of this part (from the top)
Cc1cccc(-n2c(C)nc3cc(C(=O)NCc4ccc5c(c4)OCO5)ccc32)c1 was read as DYRK1A inh 22, IEC-6 tox 6, HSP90 inh 2, Platelet DG rel 0, HSF1 inhib -12, KLF5 inhibitor -29, aSyn UTR inh 18, GSK3B inh -1, GSK3A inh -5 and HSF-1 act 2.
CCn1c2ccc(C)cc2c2n[nH]c(=S)nc21 was read as DYRK1A inh 10, IEC-6 tox -2, HSP90 inh -5, Platelet DG rel -6, HSF1 inhib -3, KLF5 inhibitor -21, aSyn UTR inh 44, GSK3B inh -2, GSK3A inh 5 and HSF-1 act 4.
Nc1ccc(Br)cc1C(NCC(=O)O)c1ccccc1 (stereo unspecified) was read as DYRK1A inh -7, IEC-6 tox -7, HSP90 inh -1, Platelet DG rel 8, HSF1 inhib 10, KLF5 inhibitor -11, aSyn UTR inh 10, GSK3B inh 2, GSK3A inh -2 and HSF-1 act 14.
`CCN(C(=O)CN1CCOCC1)c1c(N)n(Cc2ccccc2)c(=O)[nH]c1=O` gave DYRK1A inh -4, IEC-6 tox 5, HSP90 inh 1, Platelet DG rel 9, HSF1 inhib -1, KLF5 inhibitor -2, aSyn UTR inh -16, GSK3B inh -4, GSK3A inh -2 and HSF-1 act -1.
Screening COC(=O)c1ccccc1NC(=O)CCNC(=O)Cn1cnc2ccccc2c1=O returned DYRK1A inh -5, IEC-6 tox 5, HSP90 inh 4, Platelet DG rel 4, HSF1 inhib -4, KLF5 inhibitor -17, aSyn UTR inh 12, GSK3B inh 3, GSK3A inh -1 and HSF-1 act -7.
`CC(C)N1CCC(N2CCN(Cc3cc4c(cc3Cl)OCO4)CC2CCO)CC1` (stereo unspecified) gave DYRK1A inh -4, IEC-6 tox 10, HSP90 inh 0, Platelet DG rel 1, HSF1 inhib -3, KLF5 inhibitor -4, aSyn UTR inh -1, GSK3B inh 2, GSK3A inh -2 and HSF-1 act 2.
Screening O=C(CCNC(=O)c1ccccc1)NCC1CCCCC1 returned IEC-6 tox 2, HSP90 inh 5, Platelet DG rel 1, HSF1 inhib -5, KLF5 inhibitor 0, aSyn UTR inh -12, GSK3B inh 4, GSK3A inh 0 and HSF-1 act 4.
CN(Cc1ccco1)S(=O)(=O)c1cc(F)ccc1CN1C(=O)c2cccnc2C1=O was read as IEC-6 tox -4, HSP90 inh 1, Platelet DG rel -6, HSF1 inhib -3, KLF5 inhibitor -14, aSyn UTR inh 9, GSK3B inh 1 and HSF-1 act -1.
For CCc1ccccc1NC(=O)Nc1c(C)n(C)n(-c2ccccc2)c1=O the results were DYRK1A inh 5, IEC-6 tox 0, HSP90 inh -3, Platelet DG rel 8, HSF1 inhib -3, KLF5 inhibitor -41, aSyn UTR inh 5, GSK3B inh -1, GSK3A inh 2 and HSF-1 act 1.
For O=C(O)c1ccc(S(=O)(=O)N2CCC(NC(=O)C3CCCCC3)CC2)cc1 the results were DYRK1A inh -7, IEC-6 tox -1, HSP90 inh -2, Platelet DG rel 6, HSF1 inhib -9, KLF5 inhibitor -28, aSyn UTR inh 6, GSK3B inh -4, GSK3A inh 1 and HSF-1 act 13.
For O=C(NC(Cc1ccccc1)C(=O)O)c1ccc(S(=O)(=O)N2CCCC2)cc1 (stereo unspecified) the results were DYRK1A inh 2, IEC-6 tox -4, HSP90 inh -2, Platelet DG rel 2, HSF1 inhib -6, KLF5 inhibitor -25, aSyn UTR inh 7, GSK3B inh 2, GSK3A inh 1 and HSF-1 act -12.
For COc1ccc(C(=O)Nc2ccccc2C(=O)Nc2ccc(C(=O)O)cc2)cc1 the results were DYRK1A inh 2, IEC-6 tox -1, HSP90 inh 1, Platelet DG rel 4, HSF1 inhib 1, KLF5 inhibitor -31, aSyn UTR inh 12, GSK3B inh 1, GSK3A inh 4 and HSF-1 act 23.
`CSc1ncc(C(=O)Nc2cccc(S(N)(=O)=O)c2)n1-c1ccccc1` gave DYRK1A inh -6, IEC-6 tox 2, HSP90 inh -3, Platelet DG rel -13, HSF1 inhib -4, KLF5 inhibitor -1, aSyn UTR inh 20, GSK3A inh 0 and HSF-1 act 5.
`CCOc1ccc(S(=O)(=O)n2cc(F)c(=O)[nH]c2=O)cc1` gave DYRK1A inh 2, IEC-6 tox 86*, HSP90 inh 0, Platelet DG rel 3, HSF1 inhib -10, KLF5 inhibitor 11, aSyn UTR inh 14, GSK3B inh 1, GSK3A inh -1 and HSF-1 act -3.
NS(=O)(=O)c1ccc(NC(=O)c2cc(Cl)sc2Cl)cc1 was read as DYRK1A inh 6, IEC-6 tox -11, HSP90 inh -5, Platelet DG rel 4, HSF1 inhib -1, KLF5 inhibitor -19, aSyn UTR inh 3, GSK3B inh -1, GSK3A inh -3 and HSF-1 act 6.
Screening CC(C)CN1C(=O)c2ccc(NC(=O)c3ccccc3F)cc2C1=O returned DYRK1A inh 4, IEC-6 tox 2, HSP90 inh -3, Platelet DG rel 6, HSF1 inhib 5, KLF5 inhibitor -49, aSyn UTR inh -144, GSK3B inh 0 and HSF-1 act 29.
COc1ccc(NC(=O)CN(c2ccccc2)S(=O)(=O)N(C)C)cc1Cl was read as DYRK1A inh -2, IEC-6 tox -4, HSP90 inh -3, Platelet DG rel -7, HSF1 inhib -4, KLF5 inhibitor -14, aSyn UTR inh 7, GSK3B inh -5, GSK3A inh 0 and HSF-1 act -7.
For CCOC(=O)/C(=N\Nc1ncnc2ccccc12)c1ccc(C)cc1 the results were DYRK1A inh 5, IEC-6 tox 14, HSP90 inh 15, Platelet DG rel -5, HSF1 inhib 5, KLF5 inhibitor -116, aSyn UTR inh -8, GSK3B inh 2, GSK3A inh 2 and HSF-1 act 0.
COCC(=O)N1CCC(Oc2ccc(C(=O)N(C)C(C)c3ccon3)cc2)CC1 (stereo unspecified) was read as DYRK1A inh -3, IEC-6 tox 2, HSP90 inh -4, Platelet DG rel -3, HSF1 inhib -1, KLF5 inhibitor -24, aSyn UTR inh 10, GSK3B inh 2, GSK3A inh -1 and HSF-1 act 4.
For O=c1[nH]cc(-c2ccccc2)c(=O)[nH]1 the results were DYRK1A inh 1, IEC-6 tox 0, HSP90 inh -2, Platelet DG rel 0, HSF1 inhib -18, KLF5 inhibitor -7, aSyn UTR inh 7, GSK3B inh 4, GSK3A inh 5 and HSF-1 act -19.
Screening Cc1nnc(SCC(=O)Nc2cccc(Cl)c2)n1CC1CCCO1 (stereo unspecified) returned DYRK1A inh -2, IEC-6 tox -3, HSP90 inh -2, Platelet DG rel -2, HSF1 inhib -2, KLF5 inhibitor -12, aSyn UTR inh 5, GSK3B inh 7, GSK3A inh 1 and HSF-1 act 1.
Screening Nc1nc(-c2ccccc2)cc(C(F)(F)F)n1 returned DYRK1A inh -4, IEC-6 tox -1, HSP90 inh -2, Platelet DG rel 5, HSF1 inhib -1, KLF5 inhibitor 0, aSyn UTR inh 31, GSK3B inh 2, GSK3A inh 1 and HSF-1 act -1.
Screening C=CCn1c(N)c(S(=O)(=O)c2cccs2)c2nc3ccccc3nc21 returned DYRK1A inh -1, IEC-6 tox -2, HSP90 inh -2, Platelet DG rel -11, HSF1 inhib 1, KLF5 inhibitor -12, aSyn UTR inh 13, GSK3B inh -3, GSK3A inh 1 and HSF-1 act -1.
For COC(=O)c1c(=O)n(O)c2ccc(OC)cc2[n+]1[O-] the results were DYRK1A inh 7, IEC-6 tox -1, HSP90 inh 3, Platelet DG rel 6, HSF1 inhib -1, KLF5 inhibitor 2, aSyn UTR inh -8, GSK3B inh 0, GSK3A inh 0 and HSF-1 act -14.
`CN(C)C=Nc1nonc1-c1ccccc1` gave DYRK1A inh -5, IEC-6 tox -2, HSP90 inh 1, Platelet DG rel -5, HSF1 inhib -3, KLF5 inhibitor -24, aSyn UTR inh -2, GSK3B inh -5, GSK3A inh 1 and HSF-1 act 2.
`O=C(NCc1ccc(F)cc1)c1ccc(N2CCc3ccccc32)c([N+](=O)[O-])c1` gave DYRK1A inh -1, IEC-6 tox 7, HSP90 inh -2, Platelet DG rel 4, HSF1 inhib -11, KLF5 inhibitor -25, aSyn UTR inh -2, GSK3B inh 0, GSK3A inh -2 and HSF-1 act -6.
Screening O=S(=O)(c1ccccc1)N1CCN(C(=S)NC2CCCC2)CC1 returned DYRK1A inh 1, IEC-6 tox -4, HSP90 inh -4, KLF5 inhibitor -51 and GSK3B inh -3.
`O=C(NCc1cccnc1)c1ccc(COc2cccc3ccccc23)o1` gave DYRK1A inh 3, IEC-6 tox 12, HSP90 inh 5, Platelet DG rel 5, HSF1 inhib -1, KLF5 inhibitor -3, aSyn UTR inh 26, GSK3B inh 1, GSK3A inh -1 and HSF-1 act 13.
`COc1ccccc1CNc1cncnc1` gave DYRK1A inh 5, IEC-6 tox 3, HSP90 inh -2, Platelet DG rel 0, HSF1 inhib -5, KLF5 inhibitor -30, aSyn UTR inh 5, GSK3B inh -3, GSK3A inh 1 and HSF-1 act -12.
Screening CC(C)NC(=O)NC(=O)COC(=O)C1CCCN1C(=O)c1cccs1 (stereo unspecified) returned DYRK1A inh -4, IEC-6 tox -4, HSP90 inh 0, Platelet DG rel 0, HSF1 inhib -4, KLF5 inhibitor 10, aSyn UTR inh -3, GSK3B inh 2, GSK3A inh -2 and HSF-1 act -4.
`Cc1nn(-c2ccccc2)c2[nH]c(C(F)(F)F)cc(=O)c12` gave DYRK1A inh 23, IEC-6 tox 7, HSP90 inh -4, Platelet DG rel -1, HSF1 inhib -1, KLF5 inhibitor -8, aSyn UTR inh -2, GSK3B inh 1, GSK3A inh -2 and HSF-1 act 3.
For CCC(C)c1ccccc1N1CC(C(=O)Nc2cccc(S(=O)(=O)N3CCOCC3)c2)CC1=O (stereo unspecified) the results were DYRK1A inh -1, IEC-6 tox 5, HSP90 inh -2, Platelet DG rel 4, HSF1 inhib -6, KLF5 inhibitor -1, aSyn UTR inh -2, GSK3B inh -5, GSK3A inh -4 and HSF-1 act -2.
Screening CCc1c(C(=O)O)[nH]c2ccc(Br)cc12 returned DYRK1A inh 49, IEC-6 tox -1, HSP90 inh 3, Platelet DG rel -13, HSF1 inhib -3, KLF5 inhibitor -1, aSyn UTR inh 19, GSK3B inh -4, GSK3A inh -3 and HSF-1 act -1.
O=C(CCC1CCCN(C(=O)c2ccsc2)C1)N1CCN(c2ccccn2)CC1 (stereo unspecified) was read as DYRK1A inh 2, IEC-6 tox 5, HSP90 inh -2, Platelet DG rel -3, HSF1 inhib -5, KLF5 inhibitor 4, aSyn UTR inh -22, GSK3B inh 1, GSK3A inh -1 and HSF-1 act -5.
Screening CC(C)(C)OC(=O)N1Cc2cc3ccccc3nc2C1CO (stereo unspecified) returned DYRK1A inh 0, IEC-6 tox 1, HSP90 inh 2, Platelet DG rel -3, HSF1 inhib -1, KLF5 inhibitor 0, aSyn UTR inh -15, GSK3B inh 3, GSK3A inh -1 and HSF-1 act 1.

Assay outcomes (PubChem)

A portion of the library; count on the stated rates, not on these rows.
